Screening results (PubChem)
TMEM16A inh = mouse TMEM16A channel inhibition, primary screen. HEK293 TMEM16A/YFP iodide influx fluorescence, ionomycin. normalized B-score (activity score, 25-100; higher = stronger inhibition) at 10 µM. 310,000 compounds, 1.2% hits. AID 588511;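 active = ratio plate-corrected score three or more library SD toward inhibition, starting fluorescence score within five deviations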;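 also: score derived from kinetic fluorescence span divided by baseline fluorescence per well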
Target sequence (Q8BHY3 whole entry, looked up): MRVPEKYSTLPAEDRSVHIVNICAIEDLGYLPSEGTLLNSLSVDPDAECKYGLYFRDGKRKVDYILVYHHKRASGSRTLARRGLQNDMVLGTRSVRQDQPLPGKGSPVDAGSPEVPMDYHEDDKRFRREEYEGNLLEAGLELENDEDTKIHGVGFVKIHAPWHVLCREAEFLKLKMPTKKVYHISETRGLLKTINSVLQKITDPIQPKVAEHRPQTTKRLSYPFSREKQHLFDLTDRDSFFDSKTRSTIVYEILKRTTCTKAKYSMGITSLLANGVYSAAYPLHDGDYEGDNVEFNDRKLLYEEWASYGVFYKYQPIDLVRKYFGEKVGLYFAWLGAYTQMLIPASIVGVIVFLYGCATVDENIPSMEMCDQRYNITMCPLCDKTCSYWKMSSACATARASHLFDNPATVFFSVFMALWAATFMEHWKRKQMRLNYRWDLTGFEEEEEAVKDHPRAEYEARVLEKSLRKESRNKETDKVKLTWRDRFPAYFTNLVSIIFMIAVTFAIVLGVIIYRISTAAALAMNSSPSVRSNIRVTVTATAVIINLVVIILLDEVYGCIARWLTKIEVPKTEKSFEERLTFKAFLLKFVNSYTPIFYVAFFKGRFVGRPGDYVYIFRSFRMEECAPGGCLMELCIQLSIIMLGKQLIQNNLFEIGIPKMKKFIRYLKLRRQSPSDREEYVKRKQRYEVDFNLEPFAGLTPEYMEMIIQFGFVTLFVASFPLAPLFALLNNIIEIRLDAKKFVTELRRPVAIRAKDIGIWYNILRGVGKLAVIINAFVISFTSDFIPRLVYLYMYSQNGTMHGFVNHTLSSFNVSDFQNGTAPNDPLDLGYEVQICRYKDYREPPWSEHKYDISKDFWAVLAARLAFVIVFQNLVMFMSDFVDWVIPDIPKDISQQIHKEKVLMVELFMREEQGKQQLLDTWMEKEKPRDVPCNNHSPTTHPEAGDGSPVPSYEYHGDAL
DYRK1A inh = blocks rat Dyrk1A kinase activity; Q63470; ADP-Glo luminescence, NFATc1 peptide; inhibition, % at 12.5 µM; 310,000 compounds, 0.43% hits; AID 504441; in the data active = inhibition above about 50%;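 also: plate controls were vehicle with enzyme for no effect and no enzyme for full effect; many of its hits are not listed in these tables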
TRPC4 potent = allosteric potentiators of mouse TRPC4 channel | HEK293 TRPC4beta/mu-opioid, DAMGO EC20, Fluo-4 Ca2+ flux; hits give high values | B-score at 10 µM | 310,000 compounds, 0.42% hits | AID 2227;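 active = B-score of calcium response area above 5 SD of library B-scores, with initial fluorescence ratio within 5 SD of library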;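 also: B-score of integrated fluorescence ratio over time as area under calcium response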
KCNQ1 act = human KCNQ1 channel potentiation or activation. P51787. CHO-K1 KCNQ1, thallium flux FluxOR fluorescence; hits give high values. B-score at 10 µM. 310,000 compounds, 0.35% hits. AID 2648;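 active = fluorescence ratio B-score, a plate-corrected score, at least three library SD, with initial intensity B-score within 5 SD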
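Material: CHO-K1 cells stably expressing KCNQ1. Medium: assay buffer for compound exposure, DMSO matched across wells. Reagent: K+/Tl+ depolarizing stimulus. Compound dosing: single-concentration screen. Times: 37 °C overnight plating, 90-min dark dye load, 20-min compound pretreatment. Technique: FluxOR Tl+ flux fluorescence.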
HDAC3 inhib = inhibitors of human histone deacetylase 3 | recombinant HDAC3, fluorogenic peptide/trypsin coupled, fluorescence | AID 2718 | 320,000 compounds, 0.15% hits | inhibition, % at 8.3 µM; in the data active = inhibition above about 26%, passing the limit was not always enough; inconclusive = no clear call, values can overlap the other calls
KCNQ1 block = inhibitors of human KCNQ1 potassium channel. AID 2642. B-score at 10 µM. CHO-K1 KCNQ1, FluxOR thallium flux fluorescence; hits give high values. 310,000 compounds, 1.3% hits;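 active = compounds whose thallium flux B-score, printed positive for inhibition, exceeds three library SD while starting fluorescence stays within three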;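 also: channel opened by potassium depolarization with thallium stimulus after 20 min compound exposure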
TRPC4 act = opens the mouse TRPC4 cation channel | Q9QUQ5 | HEK293 TRPC4beta/mu-opioid, Fluo4 calcium fluorescence; hits give high values | B-score at 10 µM | 310,000 compounds, 0.49% hits;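 active = B-score above 5 SD of library B-scores, and initial fluorescence ratio not above library mean plus 5 SD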;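 also: positive B-score marks a calcium rise read as TRPC4 activation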
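Assay system: HEK293 stable line with TRPC4beta plus mu-opioid receptor. Times: dye 45 min RT, read 110 s. Measured by: kinetic Fluo4 calcium fluorescence. Measure: B score of integrated ratio. Controls: assay buffer as low control, maximal DAMGO as high control.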
KCNK3 block = human KCNK3 channel inhibition, primary screen | AID 602410 | 340,000 compounds, 0.84% hits | CHO-KCNK3 thallium flux, FluxOR fluorescence; hits give low values | B-score at 10 µM;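 active = B-score under library mean minus 4 SD, starting fluorescence ratio at most library mean plus 5 SD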;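 also: more negative B-score means stronger inhibition of thallium flux through KCNK3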
KCNK9 block = inhibitors of human KCNK9 two-pore domain potassium channel; Q9NPC2; HEK293 KCNK9, FluxOR thallium flux fluorescence; hits give low values; B-score at 10 µM; 310,000 compounds, 1.2% hits; AID 488922;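 active = ratio B-score over 3 SD below the library mean, with starting fluorescence within 5 SD of its mean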;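 also: negative B-score means less thallium flux so channel inhibition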
ANO1 activ = activates or potentiates the mouse TMEM16A chloride channel. Q8BHY3. 340,000 compounds, 0.3% hits. B-score at 10 µM. HEK293 TMEM16A/YFP-H148Q/I152L, iodide quench fluorescence; hits give low values;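 active = fluorescence-ratio B-score plate-corrected deviation score at least 3 library SD below zero, with starting fluorescence score within 5 deviations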;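 also: channel opened by trigger with iodide after compound preincubation; score built on the fluorescence ratio of max minus min over baseline; more negative score means more quench and so TMEM16A activation or potentiation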
hERG rescue = compounds protecting human hERG from proarrhythmic drug block; 310,000 compounds, 0.51% hits; CHO-hERG, FluxOR thallium flux, dofetilide IC70 present; activation (rescue from dofetilide block), less the hit threshold, % at 10 µM; Q12809;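 active = activation above the mean of controls blocked by dofetilide plus 5 SD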;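 also: thallium influx through hERG after potassium depolarization seen as dye fluorescence rise; in these data hits start at about 4.7%; inactives centre near -7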
Starred values were filed as active, the others as inactive; i = inactive; ? = inconclusive; . = no result given. These rows are one share of the data. The share of hits here may be higher or lower than overall.

SMILES	TMEM16A inh	DYRK1A inh	TRPC4 potent	KCNQ1 act	HDAC3 inhib	KCNQ1 block	TRPC4 act	KCNK3 block	KCNK9 block	ANO1 activ	hERG rescue
Cc1ccc(CNC(=O)/C=C/c2ccc(S(=O)(=O)N3CCOCC3)cc2)cc1	i	-1	i	i	0	i	i	i	i	i	-10
Cc1cccc(/C=N/Nc2ccc3ccccc3n2)c1	i	15	i	i	1	i	i	i	i	i	2
O=C(CN(c1cccc([N+](=O)[O-])c1)S(=O)(=O)c1ccccc1)NCc1cccnc1	i	17	i	i	-8	i	i	i	i	i	-4
Cc1cccc(NC(=O)CCCn2c(=S)[nH]c3ccccc3c2=O)c1	i	0	i	i	-1	i	i	i	i	i	-10
CCCc1nn2c(=O)cc(CSCC(=O)Nc3cccc(C)c3)nc2s1	i	-13	i	i	?	i	i	i	i	i	-6
CCSc1nnc(NC(=O)[C@@H](NC(=O)c2ccccc2)C(C)C)s1	i	-9	i	i	6	i	i	i	i	i	-2
COC(CNC(=O)c1ccc(CS(=O)(=O)c2ccccc2)o1)OC	i	0	i	i	0	i	i	i	i	i	-2
CC(OC(=O)c1cc(S(=O)(=O)N(C)c2ccccc2)ccc1Cl)C(=O)Nc1ccc2c(c1)OCCO2 (centres undefined)	i	0	i	i	3	i	i	i	i	i	-4
C/C(=N\NC(=O)c1cc(C(C)(C)C)[nH]n1)C12CC3CC(CC(C3)C1)C2	i	1	i	i	-14	i	i	i	i	i	-4
COc1ccc([N+](=O)[O-])cc1N(CC(=O)NC1CCCCC1)S(C)(=O)=O	i	-3	i	i	0	i	i	i	i	i	-6
O=C(COC(=O)c1cccs1)NC1CCCCC1	i	-9	i	i	6	i	i	i	i	i	-4
CCc1cc2c(SCC(=O)c3ccc(Cl)s3)ncnc2s1	i	-9	i	i	-3	i	i	i	i	i	-2

Ordered by length of the SMILES (rising): 3 of the compounds above
SMILES	TMEM16A inh	DYRK1A inh	TRPC4 potent	KCNQ1 act	HDAC3 inhib	KCNQ1 block	TRPC4 act	KCNK3 block	KCNK9 block	ANO1 activ	hERG rescue
Cc1cccc(/C=N/Nc2ccc3ccccc3n2)c1	i	15	i	i	1	i	i	i	i	i	2
CCc1cc2c(SCC(=O)c3ccc(Cl)s3)ncnc2s1	i	-9	i	i	-3	i	i	i	i	i	-2
CC(OC(=O)c1cc(S(=O)(=O)N(C)c2ccccc2)ccc1Cl)C(=O)Nc1ccc2c(c1)OCCO2 (centres undefined)	i	0	i	i	3	i	i	i	i	i	-4

Continued.
SMILES	TMEM16A inh	DYRK1A inh	TRPC4 potent	KCNQ1 act	HDAC3 inhib	KCNQ1 block	TRPC4 act	KCNK3 block	KCNK9 block	ANO1 activ	hERG rescue
Cc1cc(NC(=O)C2CC2)ncc1NC(=O)c1ccccn1	i	1	i	i	-3	i	i	i	i	i	-3
COc1ccc(N2CCN(c3ccc(N4C(=O)CC(C)C4=O)cc3[N+](=O)[O-])CC2)cc1 (centres undefined)	i	12	i	i	-8	i	i	i	i	i	-11
COc1ccc(CCN=CC2=C(O)CCCC2=O)cc1OC	i	7	i	i	7	i	i	i	i	i	-10
O=C(COC(=O)c1ccc(O)cc1O)N=c1sccn1Cc1ccccc1Cl	i	6	i	i	1	i	i	i	-6.9*	i	-10
Cc1ccc(-n2c(C)cc3c2CC(C)(C)CC3=O)cc1C	i	1	i	i	10	i	i	i	i	i	-13
C=CCn1c(SCC(=O)Nc2nnc(C)s2)nnc1-c1cccnc1	i	-8	i	i	5	i	i	i	i	i	-7
Cc1cccc(C(=O)N[C@H](C(=O)OCC(=O)NC(=O)c2cccn2C)C(C)C)c1	i	-5	i	i	1	i	i	i	i	i	-7
CC(NC(=O)C(Cc1ccccc1)N1C(=O)C2C3CCC(C3)C2C1=O)c1ccccc1 (centres undefined)	i	-7	i	i	-1	i	i	i	i	i	-8
COc1ccc(NC(=O)CN2C(=O)C(C)SC(C)C2=O)cc1 (centres undefined)	i	-3	i	i	-7	i	i	i	i	i	-4
C/C(CC(=O)Nc1ccc([N+](=O)[O-])cc1)=N/NC(=O)C1CC12CCC2 (centres undefined)	i	-4	i	i	0	i	i	i	i	i	-15
Cc1ccccc1Cn1c(=O)n(C)c(=O)c2sccc21	i	-2	i	i	-2	i	i	i	i	i	-13
Cc1ccc(NC(=O)Cc2ccc(-n3cccc3)cc2)c(C)c1	i	0	i	i	7	i	i	i	i	i	-3
Cc1cccc(NC(=O)CSc2nsc(SCC(=O)Nc3cccc(C)c3)c2C#N)c1	i	-1	i	i	4	i	i	i	i	i	-3
Cc1ccc(N(C(=O)c2snc(C(N)=O)c2N)C(CC(C)C)C(=O)NC2CCCC2)cc1 (centres undefined)	i	-6	i	i	4	i	i	i	i	i	-15
COc1ccc(N(C(=O)CNC(=O)c2ccco2)C(C(=O)NC2CCCC2)c2ccco2)cc1 (centres undefined)	i	9	i	i	2	i	i	i	i	i	-4
Cc1noc(C)c1COC(=O)c1ccc2c(c1)S(=O)(=O)c1ccccc1C2=O	i	-4	i	i	0	i	i	i	i	i	-10
Cc1ccc(/C=C/C(=O)Nc2ccc([N+](=O)[O-])c(NC(=O)/C=C/c3ccc(C)o3)c2)o1	i	-4	i	i	-1	i	i	i	i	i	-9
CNc1cc(=O)n(C)c(=O)n1-c1ccccc1	i	0	i	i	-4	i	i	i	i	i	-10
COc1ccc(-c2csc(N(CCCN(C)C)C(=O)c3ccc(C(C)(C)C)cc3)n2)cc1	i	-3	i	i	?	i	i	i	i	i	-15
CCOc1ccccc1C(=O)OCC(=O)Nc1ncc(C(F)(F)F)cc1Cl	i	-1	i	i	1	i	i	i	i	i	-6
COc1ccc(Oc2ccc(/C=C/C(=O)c3ccc(O)cc3)cc2[N+](=O)[O-])cc1	i	1	i	i	-1	i	i	i	i	i	-10
COc1ccc(-c2n[nH]c3c2C(c2ccc(OC)c(OC)c2)N(c2ccccc2)C3=O)cc1 (centres undefined)	i	-1	i	i	-5	i	i	i	i	i	-9
Cc1c(NC(=O)/C(C#N)=C/C2CC=CCC2)c(=O)n(-c2ccccc2)n1C (centres undefined)	i	2	i	i	-4	i	i	i	i	i	-11
CCC(C)(C)n1nnnc1C(c1ccc(F)cc1)N1CCN(C(=O)c2ccco2)CC1 (centres undefined)	i	15	i	i	7	i	i	i	i	i	-6
O=C(OC(c1ccc(NS(=O)(=O)c2ccccc2)cc1)(C(F)(F)F)C(F)(F)F)c1ccccc1	i	4	i	i	34*	i	i	i	i	i	-12
NS(=O)(=O)c1ccc(NC(=S)NC2CCCC2)cc1	i	-2	i	i	7	i	i	i	i	i	-3
O=C(c1ccccc1)N1CC(COc2ccccc2)OC(c2ccco2)O1 (centres undefined)	i	2	i	i	7	i	i	i	i	i	-17
O=c1[nH]cnc2ccc([N+](=O)[O-])cc12	i	29	i	i	3	i	i	i	i	i	-7
CCOC(=O)c1cnn(-c2ccccc2)c1-c1ccccc1	i	4	i	i	-2	i	i	i	i	i	-5
Cn1cc(CCNC(=O)CC2C(=O)NCCN2CC(c2ccccc2)c2ccccc2)cn1 (centres undefined)	i	-2	i	i	-2	i	i	i	i	i	-9
S=c1[nH]nc(-c2ccco2)n1/N=C/c1c(Cl)cccc1Cl	i	0	i	i	8	i	i	i	i	i	-9
COc1ccc(S(=O)(=O)N2CCC(C(=O)N(CC(C)C)C3CCS(=O)(=O)C3)CC2)cc1OC (centres undefined)	i	7	i	i	-1	i	i	i	i	i	-3
Cc1cc(Cl)ccc1NNC(N)=S	i	-12	i	i	1	i	i	i	i	i	-9
CCOc1ccc(-n2c(O)c(/C=N/c3ccnn3Cc3ccncc3)c3ccccc3c2=O)cc1	i	.	i	i	-3	i	i	i	i	i	-10
CCN(CCNC(=O)C1CCN(Cc2nc(-c3cccc(Cl)c3)oc2C)CC1)c1ccccc1	i	3	i	i	9	i	i	i	i	i	-44
O=C(C1CCC1)N1CCN(c2ccccc2)CC1	i	-1	i	i	0	i	i	i	i	i	-7
Cn1c(=O)c2c(nc(N3CCN(Cc4ccccc4)CC3)n2CC(=O)c2ccccc2)n(C)c1=O	i	4	i	i	8	i	i	i	i	i	-7
COc1ccc(-c2csc3ncnc(N4CCN(c5ccccc5)CC4)c23)cc1	i	18	i	i	-9	15*	i	i	-6.7*	i	-13
COc1ccc(-c2noc(-c3ccccc3C(=O)NCc3ccco3)n2)cc1OC	i	9	i	i	3	i	i	i	i	i	-20
COc1ccc(/C=C2\SC(=O)N(CC(=O)Nc3cccc(C)c3)C2=O)cc1O	i	0	i	i	-1	i	i	i	i	i	-8
CCC(Oc1ccccc1C)C(=O)Nc1ccc(S(=O)(=O)Nc2cc(C)on2)cc1 (centres undefined)	i	2	i	i	1	i	i	i	i	i	-6
COc1ccc(C(CC(=O)O)NC(=O)c2sc3ccccc3c2Cl)cc1 (centres undefined)	i	0	i	i	0	i	i	i	i	i	-16
O=C(Cn1c(=S)[nH]c2ccccc2c1=O)N1CCN(c2ccc(F)cc2)CC1	i	-3	i	i	3	i	i	i	i	i	-17
CC(C)C(=O)Nc1ccc(Sc2ccc(F)cc2)cc1	i	-3	i	i	8	i	i	i	i	i	-14
Cn1c(=O)c2c(SCC(=O)N3CCOCC3)nc(-c3ccccc3Cl)nc2n(C)c1=O	i	3	i	i	-2	i	i	i	i	i	-9
COC(=O)c1ccc(N(C(=O)CNC(=O)c2ccco2)C(C(=O)NC2CCCC2)c2ccco2)cc1 (centres undefined)	i	1	i	i	0	i	i	i	i	i	-9
COc1ccccc1-n1nnnc1SCC(=O)NC1CC1	i	10	i	i	3	i	i	i	i	i	-8
CCC(=O)c1ccc(OCC(=O)OCC(=O)Nc2c(C)n(C)n(-c3ccccc3)c2=O)cc1	i	-8	i	i	-1	i	i	i	i	i	-8
COCCN1C(=O)c2oc3c(C)cc(C)cc3c(=O)c2C1c1cccc(O)c1 (centres undefined)	i	8	i	i	-1	i	i	i	i	i	-12
CCOc1cc(/C=C2/N=C(C)C(C(=O)OC)=C2O)ccc1O	i	3	i	i	12	i	i	i	i	i	-10
Clc1ccc(-c2nc(NCCN3CCOCC3)c3ccccc3n2)cc1	i	5	i	i	5	i	i	i	i	i	-20
Cc1cc(C(=O)Nc2ccc(Nc3ccccc3)cc2)ccc1[N+](=O)[O-]	i	-7	i	i	0	i	i	i	i	i	-10
CCOC(=O)c1sc(=S)n(-c2ccc(OC)cc2)c1N	i	.	i	i	-1	i	i	i	i	i	0
Cc1ccc(NC(=O)CN2C(=O)CCSc3ccc(S(=O)(=O)N4CCCC4)cc32)cc1	i	-4	i	i	1	i	i	i	i	i	-8
